D2 antag: antagonizes the human D2 dopamine receptor; P14416; HEK293 TREx D2 cells, calcium flux, dopamine EC80; inhibition, % at 10 µM; 340,000 compounds, 2% hits; AID 485344; in the data active = inhibition above about 30%; also: 0% is about no effect
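Tetracycline-induced HEK293 TREx cells expressing D2 receptor forced-coupled to calcium signalling, loaded with no-wash calcium dye. Compounds added and calcium flux read 180 s, then dopamine added at EC80 and read a further 180 s.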
Pin1 inh: blocks the human prolyl isomerase Pin1. Q13526. Pin1 FP peptide displacement, HiFluor488, 10 min. Potency, µM (doses to about 115 µM), inactives show at the highest dose activity, negative = inhibition, most hits filed as inhibitors. 390,000 compounds, 0.009% hits. AID 504891; active = well fitted inhibition curve with a large enough effect in the polarisation, with a control signal flat, not every such curve was filed as active; inconclusive = small, poorly fitted or top-dose-only effect, or effect the other way, or a change in a side signal; inactive = no such curve, though single readings can be large or run the other way; the % refers to the polarisation; also: potency is read from the fitted curve at half-maximal effect; % is scaled to controls: 0 for no effect and ±100 for the full control effect
Target sequence (Q13526 whole entry, looked up): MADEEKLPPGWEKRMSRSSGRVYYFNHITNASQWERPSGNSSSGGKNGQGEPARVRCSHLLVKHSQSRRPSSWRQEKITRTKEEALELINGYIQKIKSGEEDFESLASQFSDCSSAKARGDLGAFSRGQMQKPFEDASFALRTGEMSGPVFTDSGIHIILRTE
IDH1 R132H inh: inhibitors of human mutant IDH1 R132H; 390,000 compounds, 0.093% hits; IDH1-R132H enzyme, NADPH consumption, diaphorase/resazurin fluorescence; Potency, µM (top dose mostly 76.6 µM), inactives show at the top dose activity change, negative = inhibition, hits mostly inhibitors; also: potency is read from the fitted curve at half-maximal effect; % is scaled to controls: 0 for no effect and ±100 for the full control effect; nearly all actives have a fitted effect of over 65% in size
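IDH1-R132H (0.5 ug/mL dispensed) in pH 7.5 Tris buffer was preincubated 30 min with compound, then given a substrate mix of 0.016 mM NADPH and 2 mM alpha-KG for 80 min at room temperature; remaining NADPH was read by diaphorase/resazurin fluorescence.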
TrxR1 inh: blocks rat thioredoxin reductase 1; O89049; recombinant rTrxR1, NADPH fluorescence consumption, selenite substrate; Potency, µM (top dose mostly 114 µM), for the others: at the top dose activity change, negative = inhibition, actives largely listed as inhibitors; 390,000 compounds, 1% hits; also: potency is read from the fitted curve at half-maximal effect; % is scaled to controls: 0 for no effect and ±100 for the full control effect; nearly all actives have a fitted effect of over 65% in size
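Rat TrxR1 (90 nM in the dispensed reagent) was pre-reduced with 400 uM NADPH for 5 min at room temperature, then incubated with compound for 15 min. After 400 uM selenite was added, NADPH fluorescence (Ex 340/Em 450 nm) was followed for 8 min.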
TRHR ag: TRH receptor (human) agonism; 360,000 compounds, 0.18% hits; AID 493084; activation, % at 2 µM; P34981; TRHR cells, calcium flux fluo-8, FDSS agonist mode; in the data active = activation above about 30%; also: 0% is about no effect
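Read-out: compound-evoked intracellular calcium rise in TRHR cells, fluo-8 dye, kinetic FDSS fluorescence at 1 s/cycle following a 10-cycle baseline. Cells cultured overnight before dye loading (30 min–1.5 h, RT).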
TRHR enhancer: allosteric enhancers of human TRH receptor | P34981 | TRHR cells, fluo-8 calcium fluorescence, EC20 TRH enhancement | 360,000 compounds, 0.66% hits | enhancement, % at 2 µM; in the data active = enhancement above about 30%; also: 0% is about no effect
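TRHR-expressing cells loaded with fluo-8 calcium dye were read kinetically (ex 480/em 530) during compound addition, then stimulated with an EC20 of TRH (10 nM final). Enhancement of the Gq-mediated intracellular calcium response was scored.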
TrxR1 substrate: rat thioredoxin reductase 1 substrate activity. O89049. purified TrxR1 substrate turnover, NADPH consumption readout. Potency, µM (titrated, usually from 114 µM), inactives show at the top dose activity change, negative = substrate turnover. 390,000 compounds, 0.01% hits. AID 588456; also: potency is read from the fitted curve at half-maximal effect; % is scaled to controls: 0 for no effect and ±100 for the full control effect; nearly all actives have a fitted effect of over 50% in size
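Rat TrxR1, dispensed at 90 nM, was prereduced with 400 uM NADPH (final) for 5 min at ~22 deg C, then incubated with compound 15 min before 400 uM selenite. A first-read NADPH fluorescence drop versus no-compound background flagged substrates.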
USP1 inh: blocks the human USP1/UAF1 deubiquitinase complex. O94782. recombinant USP1/UAF1, Ub-Rhodamine cleavage fluorescence. Potency, µM (highest dose often 57.1 µM), for the others: top-dose activity change, negative = inhibition, hits mostly inhibitors. 390,000 compounds, 0.23% hits; also: potency is read from the fitted curve at half-maximal effect; % is scaled to controls: 0 for no effect and ±100 for the full control effect; nearly all actives have a fitted effect of over 60% in size; inactives centre near -12
Target sequence (O94782 whole entry, looked up): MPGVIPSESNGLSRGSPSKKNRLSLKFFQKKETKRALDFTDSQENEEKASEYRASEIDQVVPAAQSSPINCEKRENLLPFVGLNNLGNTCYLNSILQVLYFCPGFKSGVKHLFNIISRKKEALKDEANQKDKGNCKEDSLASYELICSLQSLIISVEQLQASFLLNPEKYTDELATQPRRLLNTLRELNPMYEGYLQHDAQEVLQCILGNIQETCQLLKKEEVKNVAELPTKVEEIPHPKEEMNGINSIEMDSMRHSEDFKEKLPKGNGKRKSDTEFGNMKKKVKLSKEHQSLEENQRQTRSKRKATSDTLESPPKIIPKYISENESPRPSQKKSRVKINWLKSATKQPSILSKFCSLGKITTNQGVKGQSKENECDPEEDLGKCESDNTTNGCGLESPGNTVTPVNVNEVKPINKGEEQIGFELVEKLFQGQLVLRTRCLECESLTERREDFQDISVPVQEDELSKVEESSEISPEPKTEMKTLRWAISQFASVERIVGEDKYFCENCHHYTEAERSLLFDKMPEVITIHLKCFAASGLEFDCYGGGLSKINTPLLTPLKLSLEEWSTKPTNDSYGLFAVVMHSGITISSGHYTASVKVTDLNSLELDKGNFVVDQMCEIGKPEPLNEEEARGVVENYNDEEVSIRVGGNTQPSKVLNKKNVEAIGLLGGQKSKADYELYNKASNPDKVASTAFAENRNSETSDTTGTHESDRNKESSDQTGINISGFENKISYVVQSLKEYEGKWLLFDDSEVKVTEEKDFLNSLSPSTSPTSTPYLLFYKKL
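In this screen, compounds sit with the deubiquitinase complex (1nM) for 15 min at room temperature before Ub-Rho is added at 150nM final. Fluorescence rise is then followed for 6 reads every 60 seconds.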
D2 ag: D2 dopamine receptor (human) agonism; activation, % at 2 µM; 340,000 compounds, 0.53% hits; P14416; HEK293 T-REx D2 cells, calcium flux agonist mode;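 active = activation over 3 SD above normal in the single-dose calcium agonist read, cut at about 30% in these data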; also: 0% is about no effect
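Agonism scored from kinetic calcium signal (1 read/sec, 180 s) following compound pin transfer, after a 10 s baseline. Cells: HEK293 Trex line expressing inducible D2 receptor coupled to calcium, dye-loaded after overnight culture at 30 C.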
The depositor's hits bear a star; ? = inconclusive; nt = not tested or not shown; & = joins results of further samples; [ ] = remark or other dose. Unless noted, calls follow the shape of the dose curve; as a rule, active = well fitted inhibition curve with a large enough effect; inconclusive = small, poorly fitted or top-dose-only effect; inactive = no such curve, though single readings can be large or run the other way.

SMILES | D2 antag | Pin1 inh | IDH1 R132H inh | TrxR1 inh | TRHR ag | TRHR enhancer | TrxR1 substrate | USP1 inh | D2 ag
CCOC(=O)CC(NC(=O)c1ccco1)c1ccc(OC)cc1 (centres undefined) | 2.9 | -2.3% | 11.2% | 19.6% | -0.3 | -2.1 | 1.9% | -2.3% | -0.1
CC(=O)c1cc2c(cc1N/C(=N/S(=O)(=O)c1ccc(C)cc1)c1ccc(F)cc1)OCO2 | nt | 7.5% | -9.9% | 5.4%[57.1 µM] | 0.3 | 2.3 | -1.3%[57.1 µM] | -18.2% | 0.0
N#CNC1=NCN(CCc2ccccc2)CN1 | 13.7 | -16.5% | 16.3% | -6.5% | 0.6 | -0.1 | -8.3% | -3.2% | 1.4
C=CCN=C1N[C@@H](c2ccccc2)C(C(=O)OC)=C(C)N1CCOC | 3.3 | -2.7% | -1.8% | -1.9%[57.1 µM] | -0.6&0.7 | -1.3&0.5 | -1.8%[57.1 µM] | -2.9% | -0.7
CC12CCC(=O)N1C(C(=O)NNC(=O)COc1ccccc1Cl)CS2 (centres undefined) | 4.2 | -6.9% | -9.7% | 12.8% | 0.1 | 12.2 | -3.3% | -10.0% | 0.8
COc1ccc(OCC(=O)N/N=C(/C)Cc2ccccc2)cc1 | 31.6* | -3.0% | 10.5% | 18.6% | 0.8 | -0.9 | -2.0% | -14.6% | 0.1
CCOC(=O)C1C(C)N=C2SCC(=O)N2C1c1cccc(Br)c1 (centres undefined) | -6.5 | 18.4% | 0.0% | -11.0% | -2.8 | 4.4 | -16.4% | -2.7% | -0.8
COC(=O)c1ccc(NC(=O)CSc2nncn2C)cc1 | -10.5 | 1.3% | 0.0% | 11.8% | 0.2 | 18.7 | 3.6% | -15.5% | -0.5
Cc1cc(C)n(C(=O)CCC2COc3ccccc3O2)n1 (centres undefined) | -27.4 | -0.7% | 1.7% | 17.6%[57.1 µM] | 1.0 | -0.2 | -11.0% | 5.9% | 0.0
CSc1cccc(NC(=O)CSc2ncccc2C(=O)Oc2cccc([N+](=O)[O-])c2)c1 | -4.9 | 7.5% | -1.9% | -12.5% | 0.7 | 2.0 | -9.7% | -11.5% | 0.4
O=C(NC1CCCCC1)C(c1ccc(F)cc1)N(CCCN1CCOCC1)C(=O)c1ccc(CN2CCOCC2)o1 (centres undefined) | -4.5 | -3.6% | 2.4% | 13.2%[57.1 µM] | -0.6 | 6.7 | -3.7%[57.1 µM] | -12.4% | 0.3
CCn1c(COc2ccc(Cl)cc2)nnc1SCc1ccc(C#N)cc1 | 7.7 | -10.3% | 3.4% | 9.8%[57.1 µM] | -1.9 | -9.8 | 5.0%[57.1 µM] | -19.1% | -0.2
CCCCN1CN=C(Nc2nc3ccccc3o2)NC1 | -1.1 | 6.9% | 7.5% | 8.7% | 0.6 | -1.2 | -7.1% | -12.7% | -0.2
CCc1nnc(SCC(=O)Nc2ccc(OC)c(OC)c2)c2cc3occc3n12 | nt | 10.2% | -10.9% | 7.9% | -0.2 | -2.7 | 0.5% | -19.7% | 1.3
O=C(NCc1ccc2c(c1)OCO2)c1ccc2c(c1)OCO2 | -8.8 | 1.9% | 2.9% | 7.4% | 0.5 | 1.7 | 2.1% | -1.7% | 0.0
C=CCn1c(C23CC4CC(CC(C4)C2)C3)n[nH]c1=S | 4.1 | -6.6% | 9.1% | -0.1%[57.1 µM] | -1.2 | 1.2 | 5.0%[57.1 µM] | -3.0% | -0.5
COc1cccc(C2c3c(C)nn(-c4ccc([N+](=O)[O-])cc4)c3N=C3C(=O)Nc4ccccc4N32)c1 (centres undefined) | 7.9 | ? | 2.6% | 8.3%[57.1 µM] | -1.2 | 2.2 | -1.3%[57.1 µM] | -28.6% | -0.8
CCOc1ccc(CCNC(=O)Cc2nn[nH]n2)cc1OCC | -0.2 | 6.3% | -1.8% | -3.3%[57.1 µM] | 0.1 | 0.9 | 4.2%[57.1 µM] | 0.2% | 0.0
COc1cc(/C=N/N2CCOCC2)ccc1OC(=O)c1ccco1 | 4.1 | 5.3% | -0.7% | 8.3%[57.1 µM] | -0.2 | 3.0 | -0.5%[57.1 µM] | -13.7% | -0.1
[N-]=[N+]=CC(=O)C(c1ccccc1)(c1ccccc1)c1ccccc1 | 0.9 | 1.8% | 8.3% | 19.8%[57.1 µM] | 0.4 | -12.4 | 4.5%[57.1 µM] | ? | 0.7
CC(C)CC(=O)NCCc1ccncc1 | -11.3 | 1.7% | 4.1% | 0.0% | 0.6 | 7.6 | -3.8% | 4.6% | 0.3
Cc1ccc(C)c(-n2c(SCC(=O)Nc3nnc(C)s3)nnc2-c2ccoc2C)c1 | -7.6 | -1.9% | 0.4% | -14.0% | -0.4 | -4.5 | -2.5% | -6.9% | -1.4
O=C(COc1ccccc1)Nc1nc(-c2ccncc2)cs1 | -17.0 | 8.7% | 4.6% | 12.6% | 0.7 | -3.8 | -1.2% | -4.3% | 0.4
COc1ccc2c(c1)-c1nc(NC(=O)c3cccs3)sc1CC2 | -16.9 | -6.0% | 12.3% | -16.8% | -0.3 | -7.7 | 2.4% | -18.9% | 0.3
CCN(CC)C(=O)N1CCC(NC(=O)c2ccccc2)CC1 | 14.9 | -0.4% | 1.5% | 12.3% | 0.3 | -3.5 | 3.1% | -13.0% | -0.9
Cc1ccc(CNC(=O)c2ccc(-c3nc(CN4CCc5ccccc54)c(C)o3)cc2)cc1 | nt | 10.1% | -11.5% | 22.4%[57.1 µM] | 0.2 | -0.1 | -0.2%[57.1 µM] | -25.0% | nt
Cc1ccc(S(=O)(=O)NNC(=S)NCCc2ccccc2)cc1 | -6.0 | 5.5% | 20.4% | ? | -0.7 | 16.4 | 3.7% | -24.7% | 4.3
O=C1c2cccc3cccc(c23)C(=O)N1CCN1CCN(CC(O)COc2ccccc2)CC1 (centres undefined) | -11.0 | ? | 7.0% | -8.8% | 0.0 | -3.8 | -7.7% | -15.6% | -0.2
Cc1occc1C(=O)N/N=C/C1=C(N2CCOCC2)C(=C\c2ccc(Cl)cc2Cl)/CC1 | -1.4 | ? | 1.8% | 19.2% | 0.5 | 5.4 | 0.7% | -2.7% | 0.2
Cc1csc2nc(COc3ccccc3NC(=O)c3ccco3)cc(=O)n12 | nt | -5.9% | 10.2% | 6.6% | -0.6 | -5.9 | 1.1% | -25.0% | -1.0
O=C(CCc1nc(-c2ccccc2F)no1)NC1CCN(Cc2ccccc2)CC1 | 0.9 | 1.4% | 4.0% | -8.4% | -0.5 | 4.3 | -1.0%[57.1 µM] | -10.2% | 0.0
O=C(NCCCN1CCOCC1)C(=O)NCc1ccc(Cl)cc1 | -9.9 | -1.9% | -6.4% | 8.8%[57.1 µM] | -0.2 | -2.1 | -7.2% | -4.7% | 0.3
CC1CN(C(=O)c2cccc(C(=O)N3CC(C)OC(C)C3)c2)CC(C)O1 (centres undefined) | 4.2 | -1.6% | 1.2% | ? | 2.7 | -1.9 | 12.2%[57.1 µM] | -13.3% | -0.7
Cc1ccccc1Cn1cnc2c(nnn2Cc2ccc(F)cc2)c1=O | 19.3 | -7.0% | 5.7% | 19.0% | -1.1 | -1.1 | 8.1% | -12.2% | 2.1
CSCC[C@H](NC(=O)[C@@H]1Cc2ccccc2CN1)C(=O)NC1CCCCC1 | -9.0 | -6.1% | 2.4% | 9.0% | 1.3 | 6.6 | 1.5% | -24.0% | -0.8
COc1ccc(C2c3ccc(O)cc3Oc3ncn(CCCO)c(=N)c32)cc1 (centres undefined) | 10.0 | -1.8% | 24.9% | 10.9%[57.1 µM] | 0.0 | -3.5 | 1.9%[57.1 µM] | -7.1% | -0.2

Only D2 antag (two entries from above):
compound | D2 antag
Cc1ccccc1Cn1cnc2c(nnn2Cc2ccc(F)cc2)c1=O | 19.3
Cc1occc1C(=O)N/N=C/C1=C(N2CCOCC2)C(=C\c2ccc(Cl)cc2Cl)/CC1 | -1.4

(listing goes on)
SMILES | D2 antag | Pin1 inh | IDH1 R132H inh | TrxR1 inh | TRHR ag | TRHR enhancer | TrxR1 substrate | USP1 inh | D2 ag
COc1ccc(Cn2c(C(=O)O)c(CNC3CCC(C)CC3)c3ccc(C)cc32)cc1 (centres undefined) | nt | 1.7% | 4.6% | -6.5% | 0.2 | -0.4 | -7.3% | -21.8% | -0.2
CCN(CC)S(=O)(=O)c1cccc(NC(=O)COC(=O)CNC(=O)c2cccc(F)c2)c1 | -4.9 | -3.1% | -0.8% | 34.2% | -0.3 | 0.1 | 1.5% | -14.1% | -1.4
O=C(c1c[nH]c2ccccc12)C(Cl)c1ccccc1 (centres undefined) | -2.0 | 4.0% | -0.9% | 17.6% | -1.9 | 5.1 | 3.2% | -18.9% | -0.7
Cc1ccc2occ(/C=C/C(=O)O)c(=O)c2c1 | -10.3 | 4.5% | -0.5% | 19.6%[57.1 µM] | 0.0 | -3.2 | -8.4% | -6.2% | -0.4
Cc1cc(C)c(OCC(=O)N/N=C/c2ccc3c(c2)OCO3)c(C)c1 | -14.7 | 15.9% | 3.6% | 22.4%[57.1 µM] | 0.2 | 6.9 | 11.4%[57.1 µM] | -12.3% | 1.4
CN(C(=O)c1cccc(NC(=O)Cc2ccc(NC(=O)C3CCN(C(=O)C4CC4)CC3)cc2)c1)C1CCC1 | nt | -4.4% | -5.7% | 3.3% | nt | nt | 0.9% | -12.8% | nt
Cc1cc(=O)oc2c(C)c(OCC(=O)NCCN3CCOCC3)ccc12 | -53.3 | 0.9% | -4.2% | -21.7% | -0.4 | 13.0 | 13.7% | -15.0% | 0.6
CC(=O)Nc1cc2c(c([N+](=O)[O-])c1C)C(C)(C)CC2(C)C | nt | 1.9% | 4.5% | 1.8% | nt | nt | -5.2% | -2.8% | nt

Screens deposited in PubChem BioAssay by National Center for Advancing Translational Sciences (NCATS).

Some of the compounds tested; rates above refer to the full screens.
